Compound activity deposited in PubChem BioAssay by Sanford-Burnham Center for Chemical Genomics.
GPR55 LPI antagonism – GPR55 antagonists blocking LPI-driven arrestin recruitment, primary screen, imaging, U2OS, beta-arrestin-GFP, LPI agonist (AID 2013) | U2OS GPR55 beta-arrestin-GFP translocation imaging, LPI antagonism; higher % means a stronger effect | inhibition, % at 10 µM; hits with a dose series show IC50 in µM | 290,000 tested, 0.13% active;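 active means spots per cell inhibited over 60%, with over 100 cells counted and total cytoplasm intensity under 500,000; inconclusive means wells with under 100 cells, flagged as likely toxic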;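 further: U2OS cells stably carrying GPR55 and arrestin-GFP stimulated by 5 µM LPI near EC80; imaged beta-arrestin-GFP aggregate spots per cell after agonist stimulation; plate controls were LPI-stimulated DMSO wells for no effect and DMSO wells without LPI for full effect; some results filed as inactive read as strong as hits; confirmed hits need IC50 under 10 µM and bright autofluorescent wells are also inconclusive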
AID2073 – inhibitors of Mint1-CaV2.2 protein interaction, biochemical, HTRF (AID 2073); HTRF protein-protein interaction, Mint1-CaV2.2; higher % means a stronger effect; one-dose inhibition, % at 20 µM; IC50 in µM for titrated hits; 290,000 tested, 0.19% active; in the data active means inhibition mostly above about 51%, no sharp cut-off; inconclusive means no clear call, values can overlap the other calls; inactive means mostly below about 53%; further: some results filed as inactive read as strong as hits
KOR beta-arrestin-1 – KOR agonists, beta-arrestin recruitment, primary screen, cell-based, luminescence, uHTS (AID 1777); one-dose activation, % at 10 µM; EC50 in µM for titrated hits; 280,000 tested, 0.02% active; KOR beta-arrestin recruitment, luminescence; higher % means a stronger effect; in the data active means activation above about 50%, passing the limit was not always enough; further: a part of the inactive calls stands beside numbers as strong as those of hits
GPR55 activation – GPR55 agonists via beta-arrestin recruitment, primary screen, imaging, U2OS cells, beta-arrestin-GFP redistribution (AID 1961); U2OS GPR55 beta-arrestin-GFP redistribution imaging; higher % means a stronger effect; activation, % at 10 µM, or EC50 in µM where a hit was titrated; 290,000 tested, 0.048% active;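 active means activation above 40% with more than 50 cells counted in the well; inconclusive means wells holding fewer than 50 cells, flagged as toxic or sparse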;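 further: U2OS osteosarcoma cells stably expressing GPR55 and beta-arrestin-GFP; plate controls were DMSO negative control for no effect and LPI positive control for full effect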
Siah-1 displacement – Siah-1 peptide-binding antagonists, primary screen, biochemical, fluorescence polarization, rhodamine-plectin, uHTS (AID 1817); displacement, % at 20 µM, or IC50 in µM where a hit was titrated; 290,000 tested, 0.02% active; Siah-1 / rhodamine-plectin peptide fluorescence polarization; higher % means a stronger effect;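 active means displacement of at least 50% at 20 µM, with a fluorescence ratio check between 0.3 and a set limit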;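 further: plate controls were Siah plus tracer with DMSO for no effect and tracer alone without Siah for full effect; strong numbers were not always called active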
NOD1 NF-kB reporter – inhibition of NOD1-driven NF-kB reporter – cell-based, luminescence, uHTS, primary screen (AID 1578) | NOD1-driven NF-kB luciferase reporter cells, luminescence; higher % means a stronger effect | inhibition, % at 4 µM, or EC50 in µM where a hit was titrated | 290,000 tested, 1% active; in the data active means inhibition mostly above about 36%, no sharp cut-off; inactive means mostly below about 34%;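 further: HEK-293T reporter cells stimulated with the NOD1 agonist gamma-tri-DAP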
HIV fusion peptide – inhibitors of HIV fusion peptide binding, primary screen, biochemical, uHTS, fluorescence dequenching (AID 1986); inhibition, % at 20 µM, or IC50 in µM where a hit was titrated; 290,000 tested, 0.3% active; cell-free peptide binding, fluorescence dequenching, 30 min; higher % means a stronger effect; in the data active means inhibition mostly above about 52%, no sharp cut-off; inactive means mostly below about 76%; further: some results filed as inactive read as strong as hits
KOR beta-arrestin-2 – KOR antagonists, beta-arrestin recruitment, cell-based, luminescence, uHTS (AID 1778) | inhibition, % at 10 µM, or IC50 in µM where a hit was titrated | KOR beta-arrestin recruitment, luminescence, antagonist mode; higher % means a stronger effect | 290,000 tested, 0.091% active; in the data active means inhibition above about 50%; further: strong numbers were not always called active
GPR35 arrestin U2OS – GPR35 antagonists blocking zaprinast-driven arrestin recruitment, primary screen, imaging, U2OS, beta-arrestin-GFP, zaprinast agonist (AID 2058); one-dose inhibition, % at 10 µM; IC50 in µM for titrated hits; 290,000 tested, 0.052% active; U2OS GPR35 beta-arrestin-GFP translocation imaging, zaprinast antagonism; higher % means a stronger effect;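 active means inhibition of at least 50% with at least 30 cells and total cytoplasm GFP at most 10,000,000; inconclusive means under 30 cells or total GFP of 10,000,000 plus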
* = called active by the depositor; ? = inconclusive; . = no result given; [ ] = another dose, or the depositor's remark. The list is partial; count on the stated rates, not on these rows.

Start of the data: the first six records, to show the layout:
SMILES	GPR55 LPI antagonism	AID2073	KOR beta-arrestin-1	GPR55 activation	Siah-1 displacement	NOD1 NF-kB reporter	HIV fusion peptide	KOR beta-arrestin-2	GPR35 arrestin U2OS
COc1ccc(-c2nc(CN3CCN(c4cc(C)nc(C)c4)CC3)c(C)o2)c2ccccc12	10%	2%	.	-0.1%	-5%	-23%	-1.5%	-120%[20 µM]	10%
COCCCN(C(C)=O)c1nc(-c2ccccc2)cs1	2%	0%	0.3%	-0.1%	0%	-22%	1.5%	-34%	3%
COc1ccc(C2C(C#N)C(C#N)N3CCCN23)cc1 (configuration not stated)	12%	5%	7.2%	-0.1%	-1%	1%	0.3%	-2%	2%
Clc1ccc(-c2nnc3sc(-c4ccc(Br)o4)nn23)cc1	2%	4%	-5.1%	-0.1%	5%	-32%	-2.3%	-12%	4%
N/C(=N\OC(=O)Cc1ccc([N+](=O)[O-])cc1)c1ccc([N+](=O)[O-])cc1	-1%	12%	-2.6%	0.0%	2%	-8%	-2.5%	-21%	7%
COc1ccc([N+](=O)[O-])cc1NC(=O)CC(C)c1ccccc1 (configuration not stated)	21%	-4%	3.5%	-0.1%	3%	.	-0.6%	-8%	10%

Main list, from the start:
SMILES	GPR55 LPI antagonism	AID2073	KOR beta-arrestin-1	GPR55 activation	Siah-1 displacement	NOD1 NF-kB reporter	HIV fusion peptide	KOR beta-arrestin-2	GPR35 arrestin U2OS
COc1ccc(-c2nc(CN3CCN(c4cc(C)nc(C)c4)CC3)c(C)o2)c2ccccc12	10%	2%	.	-0.1%	-5%	-23%	-1.5%	-120%[20 µM]	10%
COCCCN(C(C)=O)c1nc(-c2ccccc2)cs1	2%	0%	0.3%	-0.1%	0%	-22%	1.5%	-34%	3%
COc1ccc(C2C(C#N)C(C#N)N3CCCN23)cc1 (configuration not stated)	12%	5%	7.2%	-0.1%	-1%	1%	0.3%	-2%	2%
Clc1ccc(-c2nnc3sc(-c4ccc(Br)o4)nn23)cc1	2%	4%	-5.1%	-0.1%	5%	-32%	-2.3%	-12%	4%
N/C(=N\OC(=O)Cc1ccc([N+](=O)[O-])cc1)c1ccc([N+](=O)[O-])cc1	-1%	12%	-2.6%	0.0%	2%	-8%	-2.5%	-21%	7%
COc1ccc([N+](=O)[O-])cc1NC(=O)CC(C)c1ccccc1 (configuration not stated)	21%	-4%	3.5%	-0.1%	3%	.	-0.6%	-8%	10%
CCCCOc1ccc(/C=N/Nc2cc(N3CCOCC3)nc(C)n2)cc1	-10%	28%	-0.2%	-0.3%	-2%	8%	-1.6%	-26%[20 µM]	-4%
COc1cc2c(cc1O)[C@@H]1Cc3cc(OC)c(OC)cc3C(C2)N1C	-7%	-10%	.	0.7%	1%	0%	0.0%	1%	17%
CC(OC(=O)CCC(=O)c1cccs1)C(=O)Nc1ccc(Cl)cn1 (configuration not stated)	-4%	5%	5.7%	-0.1%	-4%	-22%	2.1%	-7%	-17%
COc1ccc(C(=O)Nc2ccc(Cn3ccnc3)cc2)cc1OC	10%	8%	-0.5%	-0.3%	4%	-15%	-0.6%	-49%[20 µM]	11%
COc1ccc(NC(=S)NCCCCCC(=O)C[N+](=O)[O-])cc1	38%	16%	-7.0%	-0.5%	-8%	-7%	-1.7%	3%	3%
COc1ccc(C(=O)NC2CC2)cc1OC1CCN(Cc2ccc(F)cc2)CC1	6%	9%	4.7%	0.2%	-1%	-48%	-1.2%	-20%	7%
Cc1ccc(C)c(N2CCN(C(=O)C3CCC3)CC2)c1	-8%	2%	-7.3%	-0.1%	12%	-15%	-0.8%	22%[20 µM]	-5%
O=C(NCc1ccccn1)c1cc(-c2ccccc2)nc2ccccc12	1%	0%	2.8%	0.4%	-8%	-22%	0.0%	-17%	-4%
COc1cc(C(=O)N2CCN(C(=O)C3COc4ccccc4O3)CC2)cc(OC)c1OC (configuration not stated)	-8%	7%	-5.8%	0.3%	-3%	20%	-1.9%	17%	17%
CCOC(=O)c1c[nH]n(-c2ccccc2)c1=O	-5%	-5%	3.9%	-0.6%	22%	-36%	-2.5%	-27%	-6%
COc1ccc(CCN=C(N)NS(=O)(=O)c2ccc(F)cc2)cc1OC	4%	2%	1.2%	-0.1%	9%	-24%	0.0%	7%	9%
CC1CN(Cc2nc3c(c(=O)n(C)c(=O)n3C)n2CC(O)CO)CC(C)O1 (configuration not stated)	0%	11%	2.5%	0.9%	-3%	-12%	3.3%	-7%	-11%
CN(C)c1ccc(-c2ccc3c(=O)c4ccccc4n(C)c3c2)cn1	1%	-9%	0.1%	-0.2%	-7%	32%	-1.2%	-23%[20 µM]	14%
O=C(C[n+]1cc(-c2ccc(F)cc2)n2c1CCC2)OCc1ccccc1	8%	?	2.2%	-0.3%	-5%	-27%	-1.3%	12%	4%
Cc1cccc(NC(=O)CSc2nnc(-c3cc(C)n(-c4ccccc4)c3C)o2)c1C	1%	22%	-0.5%	1.7%	5%	-23%	-1.0%	-26%	2%
CCOC(=O)C(NCc1ccccc1OC)(NC(=O)c1ccccc1)C(F)(F)F (configuration not stated)	26%	1%	-0.1%	-0.1%	2%	.	-2.0%	-6%	-3%
O=C(Oc1ccccc1OC(=O)N1CCOCC1)N1CCOCC1	10%	-6%	-0.7%	0.0%	-3%	15%	-1.0%	31%	9%
CCO[C@@H]1OC(C(=O)N2CCN(Cc3ccccc3)CC2)=C[C@H](c2cn(C(C)=O)c3ccccc23)[C@H]1CCCO	3%	2%	-2.7%	0.5%	0%	-1%	0.8%	10%	-18%
Cc1onc(-c2ccccc2)c1C(=O)Nc1cccnc1	-1%	-3%	-9.3%	-0.2%	-3%	12%	-1.3%	-34%	-4%
O=C(CSc1nnc(-c2cccnc2)o1)Nc1ccc(Cl)cc1	4%	-18%	-0.4%	0.3%	6%	-20%	-0.2%	-2%	-8%
Cc1ccc(OCC(=O)Nc2ccc(C(N)=O)cc2)cc1	1%	-2%	-7.3%	0.0%	-2%	-3%	-1.7%	-1%	-1%
Cn1cnnc1SCC(=O)Nc1ccc2c(c1)CCC2	-9%	0%	5.1%	0.0%	-2%	0%	-2.8%	-13%	4%
O=C(NCC(=O)N1CCN(C(c2ccccc2)c2ccccc2)CC1)c1ccc(Br)o1	6%	-7%	8.3%	-0.1%	1%	-10%	0.6%	-12%	-6%
N/C(=N\OS(=O)(=O)c1ccccc1)c1cccnc1	-1%	1%	-3.2%	-0.2%	3%	-3%	-2.6%	-21%	1%
CCn1c(SCC(=O)Nc2ccccc2-c2ccccc2)nnc1-c1ccoc1C	-4%	-10%	1.5%	0.5%	5%	-14%	1.1%	-15%	7%
O=c1nc2n(c3cccc(Cl)c13)CCCCC2	2%	-7%	-0.3%	-0.3%	9%	-11%	0.0%	-29%	-3%
COCCCNC(=S)NNC(=O)c1ccoc1C	4%	-6%	-4.9%	-0.2%	-4%	-9%	-0.4%	-38%	-3%
CC1=CN2C(=N)/C(=C/c3cn(CCCOc4ccccc4C)c4ccccc34)C(=O)N=C2S1	6%	12%	18%	-0.4%	0%	-38%	11%	0%	-6%
COc1ccc(CNC(=O)C2CCN(C(=O)c3csc(Nc4ccc(C)cc4)n3)CC2)cc1	14%	9%	-2.1%	-0.1%	3%	-2%	0.4%	37%	18%
COc1cccc(NC(=O)C2C3C=CC(C3)C2C(=O)O)c1 (configuration not stated)	5%	-2%	-2.3%	0.2%	3%	-7%	2.1%	-42%[20 µM]	6%
CC(C)CCNC(=O)CN(Cc1ccco1)C(=O)c1snc(C(N)=O)c1N	7%	16%	.	0.6%	-2%	-39%	2.1%	-36%[20 µM]	4%
O=C(COC(=O)C1CC2CCCC(C1)C2=O)NC(=O)c1ccc(OC(F)F)cc1 (configuration not stated)	3%	1%	4.5%	0.3%	-5%	20%	-0.1%	-34%	-1%
CCOC(=O)N1CCC(NC(=O)c2ccc3c(c2)N(C)CCS3)CC1	8%	2%	-1.7%	-0.2%	-6%	33%	1.8%	-6%	-9%
CNC(=O)COc1coc(CN2CCN(c3ccc(OC)cc3)CC2)cc1=O	7%	-2%	0.3%	0.2%	-2%	-27%	2.6%	8%	0%
CC(=O)Oc1ccc2nc(-c3cccs3)oc(=O)c2c1	1%	0%	3.3%	-0.1%	2%	-6%	1.5%	-33%	-2%
O=C(NCc1ccncc1)C(=O)Nc1nccs1	-2%	-2%	4.1%	-0.1%	13%	-6%	0.0%	14%	-15%
CC1CCc2c(sc(NC(=O)c3ccc(Cn4cc(Br)cn4)o3)c2C(N)=O)C1 (configuration not stated)	6%	57%	-1.6%	-0.2%	-7%	-21%	-0.1%	-10%	-12%
CNC(=S)N/N=C(\C)c1cccc([N+](=O)[O-])c1	3%	-10%	-0.9%	0.3%	0%	-27%	-2.0%	36%	-6%
CCc1nnc(NC(=O)c2ccc(S(=O)(=O)N(C)Cc3ccccc3)cc2)o1	-2%	-2%	-0.6%	-0.1%	0%	-2%	7.1%	2%	2%
COC(=O)Cn1c(C(F)(F)F)nc2ccccc21	-2%	4%	-0.6%	-0.4%	-2%	-7%	1.1%	-24%	8%
Oc1ccc(Cl)cc1C1=NNC(c2cccs2)C1 (configuration not stated)	-2%	7%	5.8%	0.0%	0%	-8%	6.5%	-18%	-12%
COc1ccccc1C(=O)N/C(=C\c1ccc(Br)cc1)C(=O)NCC(=O)O	8%	19%	-1.6%	0.2%	6%	-8%	3.5%	4%	-5%
CCOC(=O)c1cnn(CCOC(=O)c2ccc(OC)cc2)c1NC(=O)c1ccc(OC)cc1	0%	0%	4.9%	-0.2%	1%	-9%	-0.8%	-34%	-12%
O=C1c2ccccc2C(=O)N1CCc1csc(-c2cccc(F)c2)n1	-3%	4%	-2.1%	-0.4%	7%	-6%	-0.9%	15%	-9%
CCN(CC)CCC(=O)Nc1cccc2c1C(=O)c1ccccc1C2=O	0%	-11%	0.4%	0.2%	2%	6%	1.5%	-11%	-6%
CCCc1nnc(NC(=O)CCC(=O)N2CCCCC2CC)s1 (configuration not stated)	-4%	8%	-3.0%	-0.3%	1%	-13%	-0.8%	22%	3%
OCC1CCCN(C2CCN(Cc3nc(Cc4cccc(C(F)(F)F)c4)no3)CC2)C1 (configuration not stated)	0%	-9%	.	-0.1%	-5%	-35%	1.2%	-30%[20 µM]	9%
